From PubChem
RmlCD inh mix: RmlC and RmlD coupled enzyme inhibitors, primary screen, biochemical, 384-well, compound mixtures, retest; RmlC/RmlD coupled enzyme inhibition, 384-well mixture HTS; inhibition, % at 5.5 µM; hit rate 0.39% among 110,000; AID 1532, 2009; in the data active = inhibition above about 30%, passing the limit was not always enough; inconclusive = no clear call, values can overlap the other calls; also: strong numbers were not always called active
HIV RNase H inh: HIV-1 RT RNase H inhibitors, primary screen, biochemical, fluorescence; Gag-Pol polyprotein (Human immunodeficiency virus type 1 group M subtype B (isolate …; RT-RNase H RNA/DNA duplex cleavage; inhibition, % at 10 µM; hit rate 1.9% among 65,000; in the data active = inhibition above about 50%
* = called active by the depositor; ? = inconclusive; . = not tested or not shown.

The opening two entries as a preview:
SMILES | HIV RNase H inh | RmlCD inh mix
O=C(CCCc1c[nH]c2ccccc12)N1CCOCC1 | -11 | -9
Cc1ccsc1C(=CCCN1CCC[C@@H](C(=O)O)C1)c1sccc1C | . | 6

The list itself, from the start:
SMILES | HIV RNase H inh | RmlCD inh mix
O=C(CCCc1c[nH]c2ccccc12)N1CCOCC1 | -11 | -9
Cc1ccsc1C(=CCCN1CCC[C@@H](C(=O)O)C1)c1sccc1C | . | 6
CCN(CC)CCOC(=O)C12CC3CC(CC(C3)C1)C2 | -9 | -8
N=C1C(c2nc(-c3ccc(Cl)cc3)cs2)=C(O)CN1CCCN1CCOCC1 | -6 | 6
Clc1ccc(OCCSc2ncccn2)c2ccccc12 | . | 24
CCOc1c(Cl)cc(C2NC(=O)NC(C)=C2C(=O)NCc2ccccc2)cc1OC (centres undefined) | . | 5
Cc1ccc(C2CC(c3cccs3)=NN2C(=O)c2ccc(Br)o2)cc1 (centres undefined) | . | -9
C=CCn1c(CSCc2ccc(C)cc2)nnc1SCC(=O)NCc1ccccc1 | . | -2
O=C(Nc1nnc(C2CC2)s1)c1cc2c(s1)CCCCCC2 | . | -8
CCOC(=O)C1C(=O)C=C(c2ccc(C)cc2)CC1c1ccco1 (centres undefined) | . | -8
Cc1ccc(C(C(=O)NC2CCCC2)N(Cc2ccco2)C(=O)CCC(=O)Nc2cc(C)on2)cc1 (centres undefined) | . | -13
COc1ccc(C2CC(c3ccc(Cl)cc3Cl)Nc3nc(N)nn32)cc1OC (centres undefined) | -13 | -25
O=c1cnc2ccccc2n1CC1CCCCC1 | 5 | 7
CCOC(=O)c1sc(C)c2c1NC(C)(c1ccccc1)NC2=O (centres undefined) | . | -18
CC(O)(CS(=O)(=O)Cc1ccccc1Cl)C(=O)Nc1cccc(C(F)(F)F)c1 (centres undefined) | . | -10
Cc1ccc(NC(=O)CSc2nnc(CN3CCOCC3)n2-c2ccccc2)cc1 | . | -4
Cc1ccc2c(n1)sc1c(N)ncnc12 | -5 | 10
O=C(C1CCCN(S(=O)(=O)c2cccc3cccnc23)C1)N1CCc2ccccc21 (centres undefined) | -55 | 5
Cc1ccc(C2CC2C(=O)NNC(=S)Nc2cccc(Cl)c2)cc1 (centres undefined) | . | -17
CC(=O)c1c(C)[nH]c(C(=O)CSc2nc3ccccc3c(=O)n2CCCN2CCOCC2)c1C | -22 | 4
CC(=O)Oc1ccc(C(C)=O)c2c1OCCO2 | . | -12
COc1ccc(SCc2noc(C(=O)NC(C)C)c2C(=O)O)cc1 | . | 6
COc1cc(OC)cc(-c2nc(-c3cc4cc(C)ccc4nc3OC)no2)c1 | -3 | 15
Cc1cc(C)c2c(N=NN(C)C)[nH]nc2n1 | . | 6
O=C1N[C@@H](Cc2cn(S(=O)(=O)c3ccc([N+](=O)[O-])cc3)c3ccccc23)C(=O)N[C@H]1Cc1ccccc1 | . | -4
CCO[C@H]1OC(C(=O)N2CCN(Cc3ccc4c(c3)OCO4)CC2)=C[C@@H](C2CCCCC2)[C@@H]1CCCO | . | -9
CCOc1cc2[nH]c(=O)n(Cc3ccc(C(=O)NCCOC)cc3)c(=O)c2cc1OCC | -110 | .
C=CCNC(=O)c1ccc(-c2nc(-c3ccc(Cl)cc3Cl)cs2)cc1 | . | 1
Cc1ccc(S(=O)(=O)NCC(=O)OCN2C(=O)c3ccccc3C2=O)cc1 | -66 | -4
CCn1c(=O)cc(OCC(=O)Nc2ccc(C)cn2)c2ccccc21 | -18 | 2
CC(=O)Oc1cccc(N2C(=O)C3C4C=CC(C4=C(C)C)C3C2=O)c1 (centres undefined) | 3 | 3
CCN(CC)S(=O)(=O)c1ccc(Oc2cccc(C(C)=O)c2)nc1 | -13 | 5
Nc1c(C(=O)OC2CCCCC2)c2nc3ccccc3nc2n1CC1CCCO1 (centres undefined) | 6 | .
CCn1c2ccccc2c2nnc(SCC(=O)NCCOC)nc21 | -9 | -9
COc1ccccc1C(=O)NC(CCSC)C(=O)NCC(c1ccco1)N(C)C (centres undefined) | -6 | 4
O=C1CC2(CCCCC2)Oc2ccccc21 | . | 12
Cc1cccc(N2CCN(C(=O)COc3cc(=O)n(C)c4ccccc34)CC2)c1C | -34 | -5
CCCn1c(-c2cccnc2Cl)nc2cc(Cl)c(Cl)cc21 | . | 5
NC(=O)C1CCN(C(=O)c2ccc(-c3ccccc3)cc2)CC1 | . | -7
CCn1c(CSCc2ccc(C)cc2)nnc1SCC(=O)N1CCN(c2ccccc2)CC1 | . | ?

Profiles, looked up by structure.
Entry for O=C(CCCc1c[nH]c2ccccc12)N1CCOCC1 → HIV RNase H inh = -11; RmlCD inh mix = -9
Entry for O=C1N[C@@H](Cc2cn(S(=O)(=O)c3ccc([N+](=O)[O-])cc3)c3ccccc23)C(=O)N[C@H]1Cc1ccccc1 → HIV RNase H inh = .; RmlCD inh mix = -4

Other records.
SMILES | HIV RNase H inh | RmlCD inh mix
CN(C)C=NCCn1c(N2CCOCC2)nc2c1c(=O)n(C)c(=O)n2C | -14 | -10
COc1ccc(SC[C@H](CC(C)C)N2CCN(CCc3ccccc3)CCC2=O)cc1 | . | 4
CC1(C)CC(=O)C=C(Nc2ccc(F)cc2)C1 | -10 | -17
COc1ccc(C2NC(C(=O)O)CS2)cc1COCC(F)(F)F (centres undefined) | -10 | -5
CCC(C)(C)NC(=O)c1cc(OC)c(OC)cc1[N+](=O)[O-] | . | 2
O=C(CSc1nc2c(c(=O)n1-c1ccc(Cl)cc1)SCC2)N1CCOCC1 | -4 | -11
Cc1ccc(C(=O)Nc2cccc(C(F)(F)F)c2)cc1NC(=O)c1nccnc1N | . | -1
CCc1nc(NCc2cccnc2)c2oc3ccccc3c2n1 | . | -12
Cc1ccc(S(=O)(=O)NCCN2CCOCC2)cc1 | . | 5
O=C(c1cc2ccccc2c(=O)o1)N1CCc2ccccc2C1 | 4 | .
CN(C)/C=N/C(=S)Nc1ccc(Br)cc1F | . | 12
CCOc1ccccc1NC(=O)C1CCN(S(=O)(=O)c2ccc(OC)c(OC)c2)CC1 | 10 | -1
CCSC1(SCC)N=C(N)C2(C#N)C(c3ccc(OC)c(OC)c3OC)C12C#N (centres undefined) | -41 | -11
COc1cc(C)nc(Oc2ccc(/C=N/O)cc2)n1 | -17 | -9
O=C(O)c1ccc2c(c1)C(=O)N(c1ccc(Cl)cn1)C2=O | -12 | -10
CCC(C)NC(=O)c1ccc(CS(=O)(=O)c2ccc(OC)cc2)o1 (centres undefined) | 0 | -14
O=C(CSc1ccc2nnc(-c3ccncc3)n2n1)NCc1ccco1 | 2 | 8
CS(=O)(=O)N(CCc1ccccc1)CC(=O)NCC1CCCO1 (centres undefined) | 1 | .
CN(CCC#N)C(=O)c1ccc(CNS(=O)(=O)c2ccc(F)cc2)cc1 | -1 | 7
CC1(C)C=Cc2c(ccc3c2OC[C@@H](c2ccc(O)cc2O)C3)O1 | . | -15
COc1ccc(C2c3c(oc4ccccc4c3=O)C(=O)N2CCCN2CCOCC2)cc1 (centres undefined) | -2 | 4
CCOc1cc(/C=C2/C(=O)ON=C2C)ccc1OCc1ccc(F)cc1 | . | -13
CN1CCN(C(=O)C2CC(=O)N(c3ccc(F)c(Cl)c3)C2)CC1 (centres undefined) | -2 | 10
O=C1c2ccccc2S(=O)(=O)N1Cc1cccc(S(=O)(=O)N2CCOCC2)c1 | -44 | .
COc1ccccc1C(=O)Nc1ccc2c(c1)nc1n2CCSC1 | 9 | 6
CCCCCCCCOC(=O)C1=C(C)Nc2nnnn2C1c1cccs1 (centres undefined) | . | -15
Cc1cc(-c2cccs2)c2c(n1)sc1c(=O)[nH]c(=O)[nH]c12 | -65 | 16
N#Cc1nc(COc2ccccc2Cl)oc1NCc1cccnc1 | . | 17
C(=N\n1cnnc1)/c1ccc(OCc2cccc3ccccc23)cc1 | . | -9
Cc1cn(C(=O)CN2C(=O)c3ccccc3C2=O)c(C)n1 | -6 | 15
N#Cc1c2n(c(=S)n(-c3ccccn3)c1=O)CCCCC2 | 10 | -6
CCSc1nnc(NC(=O)C(Cc2ccccc2)n2cccc2)s1 (centres undefined) | -4 | -15
O=C(C1=C[C@H](c2csc3ccccc23)C[C@H](OCc2ccc(CO)cc2)O1)N1CCOCC1 | . | -13
CCn1c(SCC(=O)c2cccs2)nnc1-c1cccs1 | -8 | -12
Cc1c(Br)cc(C(=O)O)c(C)c1C | -13 | 1
Cc1occc1-c1nnc(SCc2nnc(-c3ccc(Cl)cc3)o2)n1C | -12 | 4
Cc1cc(C)nc(N/N=C/c2ccccc2)n1 | . | 12
CC1CCc2nn(CC(=O)NCCCN3CCCC3=O)cc2C1 (centres undefined) | -4 | 3
O=C(c1cccn2c(=O)c3cc(Cl)ccc3nc12)N1CCC2(CC1)OCCO2 | . | 65
Cc1cc(C)n2cc(CSc3nnnn3-c3ccccc3)nc2n1 | -4 | 8
COc1ccccc1C1C(C(=O)c2cc3ccccc3o2)=C(O)C(=O)N1CCN1CCOCC1 (centres undefined) | -3 | -4
O=C(Nc1ccc(F)cc1F)c1cccn1-c1ncc(C(F)(F)F)cc1Cl | . | 7
COc1ccccc1CNC(=O)C1=C(C)C(=O)OC12CCC(C)CC2 (centres undefined) | . | 7
CCOCCCn1c(=N)c(C(=O)NCCN2CCOCC2)cc2c(=O)n3cccc(C)c3nc21 | -13 | .
O=C(CN1C(=O)C2C3C=CC(C3)C2C1=O)NCc1ccco1 (centres undefined) | . | 5
N#CCC1c2ccccc2CCN1C(=O)Nc1ccc(Cl)cc1 (centres undefined) | . | -3
COc1cc(OC)cc(C(C(=O)NCc2ccccc2)N(Cc2ccco2)C(=O)c2ccno2)c1 (centres undefined) | -6 | -7
COc1ccc(CNC(=O)Nc2ccc(C)cc2)cc1 | -7 | 13
Cc1ccc2[nH]c3c(N4CCc5ccccc5C4)ncnc3c2c1 | . | -13
Cn1c(SCC(=O)Nc2cc(=O)n(C)c(=O)n2C)nnc1C12CC3CC(CC(C3)C1)C2 | 19 | .
CCOc1cc(CNc2cccc3ccccc23)cc(Br)c1OCC(=O)NC(C)(C)C | . | -2
O=C(CS(=O)(=O)c1cn(Cc2ccc(Cl)cc2)c2ccccc12)N1CCCC1 | -10 | 10
COc1ccc(-c2csc(=Nc3ccccc3)n2CCO)cc1 | -23 | .
CCOC(=O)CNS(=O)(=O)c1ccc(S(=O)(=O)N2CCCC2)cc1 | -3 | -12
CCc1nc(-c2ccccc2O)n(-c2ccccc2)n1 | -8 | 9
CCN(CC)C(=O)CSc1nnc(-c2cnccn2)n1-c1ccccc1 | -8 | -3
O=C(CN1CCN(c2ccccc2)CC1)N1CCc2[nH]c3ccccc3c2C1 | . | -12
O=C(Nc1ccc(Cl)c(C(F)(F)F)c1)NC1CC2CCCC(C1)N2C1CC1 (centres undefined) | . | 12
COCCOC(=O)c1c(C)oc2ccc(NS(=O)(=O)c3ccccc3)cc12 | 7 | 4
CCOC(=O)c1cc(NC(=O)N(CC)CC)c(C)nc1C | . | -5

Among those listed so far, five contain a cyano group:
SMILES | HIV RNase H inh | RmlCD inh mix
CCSC1(SCC)N=C(N)C2(C#N)C(c3ccc(OC)c(OC)c3OC)C12C#N (centres undefined) | -41 | -11
CN(CCC#N)C(=O)c1ccc(CNS(=O)(=O)c2ccc(F)cc2)cc1 | -1 | 7
N#Cc1nc(COc2ccccc2Cl)oc1NCc1cccnc1 | . | 17
N#Cc1c2n(c(=S)n(-c3ccccn3)c1=O)CCCCC2 | 10 | -6
N#CCC1c2ccccc2CCN1C(=O)Nc1ccc(Cl)cc1 (centres undefined) | . | -3

New compounds follow
SMILES | HIV RNase H inh | RmlCD inh mix
COCCNc1cc(C)c(C#N)c2nc3ccccc3n12 | -7 | 36*
N#CCCn1c(=S)[nH]c2ccccc21 | . | 4
Cn1c(CCNC(=O)c2ccco2)nc2cc(NC(=O)NC3CCCCC3)ccc21 | -10 | 24
COCCNC(=O)c1cc(-c2ccccc2)nn1CC1CC(c2cccc([N+](=O)[O-])c2)=NO1 (centres undefined) | . | 6
Cn1cc(C(=O)OCC2CCN(CCNS(C)(=O)=O)CC2)c2ccccc21 | . | 11
CCOc1ccc(NC(=O)CC2C(=O)N(c3ccccc3)C(=O)N2CCOC)cc1 (centres undefined) | . | 1
CCOc1ccc(N(CC(=O)Nc2cccc(Cl)c2)S(=O)(=O)c2c(C)noc2C)cc1 | 1 | -3
CCOC(=O)c1nc(C)n(-c2ccc(Cl)cc2)n1 | . | -1
CC(=O)C(Sc1nc(-c2ccc(F)cc2)nc2c1c(=O)n(C)c(=O)n2C)C(C)=O | -4 | 4
Cc1nn(Cc2ccc(F)cc2)c(C)c1NC(=O)c1cnn2c1NC(c1cccs1)CC2C(F)(F)F (centres undefined) | . | 9
Cc1ccccc1Nc1nnc(SCC(=O)NCc2ccco2)s1 | 23 | -7
COc1ccc(N2C(=O)CC(Sc3nc(C)c4c(n3)CCCC4)C2=O)cc1 (centres undefined) | -27 | -4
COc1ccc(CCNC2CC(=O)N(CCc3ccc(OC)c(OC)c3)C2=O)cc1OC (centres undefined) | -7 | 6
COc1cc(OC)c2ccc(=O)oc2c1C(CCN1CCCC1)c1ccc(N(C)C)cc1 (centres undefined) | . | -14
O=C(O)c1cccc(N2C(=O)c3cccnc3C2=O)c1 | 2 | 9
COc1ccc(CCNC(=O)CSc2nnc(Cc3csc(N)n3)n2C)cc1OC | -5 | -6
O=S(=O)(c1ccc(S(=O)(=O)N(Cc2cccs2)CC2CCCO2)cc1)N1CCCCC1 (centres undefined) | 1 | -16
O=c1ccc(Cc2ccccn2)n[nH]1 | . | -8
CCC(C)(C)n1nnnc1CN1CCC(NC(=O)c2ccccc2C)CC1 | . | 11
COC(=O)C1=C(C)NC(C)=C(C(=O)OC)C1c1ccccn1 | -8 | -5

Some of the compounds tested. The share of hits here may be higher or lower than overall.
